# Pax4 mRNA alpha TC1 – activators of Pax4 gene expression, primary screen, RT-PCR, mouse alpha TC1 cells, single point (AID 1053180); activation, % at 10 µM; mouse alpha TC1 cells, Pax4 mRNA qPCR, 6 days; active compounds read high; 100% = Pax4 plasmid added at qPCR; actives 0.2% (n = 9,600);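 active = highest normalized replicate activity of 15 or more, or at least half the replicates reach 15 or more; inactive = neither condition met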;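 note: pax4 Ct normalized to GAPDH with activation seen as lower delta delta Ct; plate controls were plate neutral control wells for no effect and Pax4 plasmid positive control for full effect; each compound tested in two replicate wells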
# YAP1 CTGF inhibition – YAP1 pathway inhibitors via CTGF transcript, primary screen, DLD1 colon cancer cells, RT-qPCR, single point (AID 743449) | DLD1 CTGF mRNA qPCR, 24 h; active compounds read high | inhibition, % at 12.5 µM | actives 0.9% (n = 9,900);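 active = mean normalized replicate activity at least 50 and at least half of replicates each reaching 50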;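 note: 0% = neutral control wells and 100% = dasatinib control wells; higher means stronger suppression of CTGF expression like dasatinib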
# An asterisk follows results filed as active; & = joins results of further samples. An excerpt. The share of hits here may be higher or lower than overall.
SMILES,Pax4 mRNA alpha TC1,YAP1 CTGF inhibition
C/C=C/c1ccc(C2[C@H]3CNC[C@@H]2N3Cc2ccccn2)cc1 (stereo not given in full),0.0&0.0,8&-8
C/C=C/c1ccc([C@@H]2[C@H](CO)N3CCCCN(C(=O)Cc4cccnc4)C[C@@H]23)cc1,0.0,-3
C/C=C/c1ccc(C2[C@@H]3CN(C(=O)C4CCOCC4)C[C@H]2N3)cc1 (stereo not given in full),0.0&0.0,2&-3
C[C@@H]1CN([C@@H](C)CO)C(=O)CCCn2cc(nn2)CO[C@@H]1CN(C)C(=O)Oc1ccc2ccccc2c1,0.0,16
COC(=O)[C@@H]1[C@@H](CO)[C@@H]2Cn3c(cccc3=O)[C@@H]2N1CC1CC1,0.0,22
C/C=C/c1ccc([C@H]2[C@@H](CO)N3CCCCN(C(=O)Cc4cccnc4)C[C@H]23)cc1,0.0,-19
COC(=O)[C@@H]1[C@@H](CO)[C@@H]2Cn3c(ccc(-c4ccc(F)cc4)c3=O)[C@H]1N2C(=O)c1ccccc1F,0.0,-27
O=C(O)[C@@H]1[C@@H](CO)[C@@H]2Cn3c(ccc(-c4cccnc4)c3=O)[C@H]1N2C(=O)Nc1cc(F)ccc1F,0.0,6
COc1cccc(-c2ccc([C@H]3[C@H](CO)N4CCCCN(C(=O)Cc5ccncc5)C[C@@H]34)cc2)c1,0.1,22
C/C=C/c1ccc(C2[C@@H]3CN(C(=O)CN(C)C)C[C@H]2N3)cc1 (stereo not given in full),0.0&0.0,-11&7

# Reprinted at random: four compounds from above, in no set order.
SMILES,Pax4 mRNA alpha TC1,YAP1 CTGF inhibition
COC(=O)[C@@H]1[C@@H](CO)[C@@H]2Cn3c(ccc(-c4ccc(F)cc4)c3=O)[C@H]1N2C(=O)c1ccccc1F,0.0,-27
C/C=C/c1ccc(C2[C@H]3CNC[C@@H]2N3Cc2ccccn2)cc1 (stereo not given in full),0.0&0.0,8&-8
O=C(O)[C@@H]1[C@@H](CO)[C@@H]2Cn3c(ccc(-c4cccnc4)c3=O)[C@H]1N2C(=O)Nc1cc(F)ccc1F,0.0,6
C/C=C/c1ccc(C2[C@@H]3CN(C(=O)CN(C)C)C[C@H]2N3)cc1 (stereo not given in full),0.0&0.0,-11&7

# Part of the list above, with two lines to a compound.
# Values run as follows: Pax4 mRNA alpha TC1, YAP1 CTGF inhibition
> C/C=C/c1ccc(C2[C@@H]3CN(C(=O)C4CCOCC4)C[C@H]2N3)cc1 (stereo not given in full)
 : 0.0&0.0, 2&-3
> COC(=O)[C@@H]1[C@@H](CO)[C@@H]2Cn3c(cccc3=O)[C@@H]2N1CC1CC1
 : 0.0, 22
